Assay outcomes as filed in PubChem BioAssay.
Avidin fluor: avidin bead compound fluorescence profile. Avidin beads, compound fluorescence 488/530 nm, flow cytometry; active compounds read high. fluorescence (KMESF) at 10 µM. 220,000 tested, 0.38% active; in the data active = fluorescence above about 47; also: inactives centre near 10
HRas wt GTP bind: human HRas wildtype GTP binding, change in either direction; P01112; GST-Ras wt beads, Bodipy-FL-GTP binding, flow cytometry; actives lie on both sides; GTP binding activity, % at 10 µM; 190,000 tested, 0.14% active; AID 759;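 active = GTP binding activity at least 20% away from the 100% baseline, either lowered as inhibitor or raised as activator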;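 also: 0% = unlabeled GTP competition control and 100% = no-compound control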
Target sequence (P01112 whole entry, looked up): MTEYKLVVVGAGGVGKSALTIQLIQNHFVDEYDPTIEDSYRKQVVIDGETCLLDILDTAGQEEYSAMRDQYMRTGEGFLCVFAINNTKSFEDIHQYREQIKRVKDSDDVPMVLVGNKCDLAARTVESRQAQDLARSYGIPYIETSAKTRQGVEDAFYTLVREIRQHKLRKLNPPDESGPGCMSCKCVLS
Cdc42 wt: changes GTP binding to wildtype human Cdc42; P60953; GST-Cdc42 beads, Bodipy-GTP binding, flow cytometry; actives lie on both sides; percent activity (GTP binding), % at 10 µM; 190,000 tested, 0.2% active; AID 761;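 active = percent activity GTP binding at least 20 points away from the 100% baseline, either down as inhibitor or up as activator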;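 also: median bead fluorescence of bound Bodipy-FL-GTP at 100 nM; 0% = excess unlabeled GTP control and 100% = no compound control; below 100% means less GTP binding so inhibitor and above means activator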
Target sequence (P60953 whole entry, looked up): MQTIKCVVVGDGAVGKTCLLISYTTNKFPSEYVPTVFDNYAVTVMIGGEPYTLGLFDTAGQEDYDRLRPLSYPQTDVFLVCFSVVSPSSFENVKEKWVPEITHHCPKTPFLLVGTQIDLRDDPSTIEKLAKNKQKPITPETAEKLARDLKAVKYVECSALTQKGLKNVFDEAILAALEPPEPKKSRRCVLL
Mcl1 Noxa PPI: Mcl-1/Noxa interaction inhibition; Q07820; TR-FRET Mcl-1/Noxa peptide binding, 2 h; inhibition, % at 21.7 µM; 220,000 tested, 1.5% active; AID 1022;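 active = compounds that cut the protein-peptide binding signal by more than 50% relative to plate controls in a single-dose test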;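 also: His-tagged Mcl-1 with rhodamine Noxa BH3 peptide and terbium anti-His antibody; 0% = Mcl-1 plus Noxa peptide wells and 100% = peptide-only wells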
Target sequence (Q07820 whole entry, looked up): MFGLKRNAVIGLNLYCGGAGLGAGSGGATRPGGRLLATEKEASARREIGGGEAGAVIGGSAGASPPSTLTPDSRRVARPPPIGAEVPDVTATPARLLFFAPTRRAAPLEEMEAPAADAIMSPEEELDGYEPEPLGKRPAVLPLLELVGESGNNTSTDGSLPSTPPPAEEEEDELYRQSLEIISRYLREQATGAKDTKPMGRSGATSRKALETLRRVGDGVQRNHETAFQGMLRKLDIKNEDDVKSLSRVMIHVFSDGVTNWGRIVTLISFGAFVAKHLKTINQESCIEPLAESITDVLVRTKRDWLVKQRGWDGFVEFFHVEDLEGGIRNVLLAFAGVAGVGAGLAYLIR
Rab2A wt mod: changes GTP binding to wildtype dog Rab2A, up or down; 190,000 tested, 0.19% active; P61105; GTP binding activity, % at 10 µM; GST-Rab2 wt beads, Bodipy-GTP binding, flow cytometry;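 active = GTP binding activity at least 20 points away from 100%, either lowered or raised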;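 also: 0% = beads with excess unlabeled GTP and 100% = no-compound control corrected for plate trend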
Pf gametocyte: inhibitors of late stage P. falciparum gametocyte viability; inhibition, % at 10.9 µM; P. falciparum stage V gametocytes, ATP luminescence, 24 h; 150,000 tested, 0.065% active;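 active = inhibition above the mean plus 3 SD of compounds within the control limits, set per campaign, cut at about 38% in these data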;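 also: 0% = DMSO wells and 100% = medium only without gametocytes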
Rac1 wt modul: modulators of human Rac1 wildtype GTP binding | GST-Rac1 beads, fluorescent GTP binding, flow cytometry; actives lie on both sides; 0 = cold GTP competed, 100 = untreated | GTP binding activity (% of control), % at 10 µM | 190,000 tested, 0.27% active | AID 757;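 active = GTP binding activity at least 20 points away from the 100% control level, either lower or higher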
ABCB1 inh: human ABCB1 inhibition, ABCG2 as counter-screen; 190,000 tested, 0.067% active; inhibition, % at 6.6 µM; CCRF-Adr cells, JC-1 efflux, flow cytometry; AID 1326; in the data active = inhibition above about 40%;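 also: 0% = vehicle and 100% = reference inhibitor; higher value means more JC-1 retained so stronger ABCB1 efflux block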
Rac1 act GTP bind: alters GTP binding to activated mutant human Rac1 | percent activity (GTP binding), % at 10 µM | 190,000 tested, 0.11% active | GST-Rac1 activated beads, fluorescent GTP binding, flow cytometry; actives lie on both sides; 100% means binding = to untreated wells | P63000;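 active = GTP binding at least 20 percentage points away from the 100% baseline, in either direction, so actives lie on both sides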
ABCG2 block: human ABCG2 inhibition, ABCB1 as counter-screen; Q9UNQ0; IgMXP3 cells, JC-1 efflux, flow cytometry; inhibition, % at 6.6 µM; 190,000 tested, 0.1% active; AID 1325;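 active = inhibition above 80%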;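 also: 0% = DMSO and 100% = nicardipine control wells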
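Times: 10 min at 25 °C | Test system: Two drug-resistant human cell lines, ABCG2 and ABCB1 | Quantity: 3 million cells/mL final, two lines in 1:1 ratio | Signal: Flow cytometry, 530 nm JC-1 signal | Dosing: Compound at 6.6 µM | Controls: Nicardipine and DMSO wells | Reagent: JC-1 as fluorescent efflux pump substrate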
Rab7 wt modul: alters GTP binding to wildtype dog Rab7; GST-Rab7 beads, fluorescent GTP binding, flow cytometry; actives lie on both sides; untreated = 100%, excess cold GTP = 0%; GTP binding activity (percent of control), % at 10 µM; 190,000 tested, 0.055% active; AID 758;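 active = fluorescent GTP binding to Rab7 beads changed by at least 20 points from the 100% baseline, either direction, mostly lower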;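 also: median green fluorescence of bound Bodipy-FL-GTP per Rab7 bead population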
* hit, by the source's call.

For CCC(c1nnnn1C1CCCCC1)N1CCN(C2CCCC2)CC1 (stereo not given) the results were Avidin fluor 9, HRas wt GTP bind 99, Cdc42 wt 101, Rab2A wt mod 99, Pf gametocyte 2, Rac1 wt modul 95, ABCB1 inh 0.4, Rac1 act GTP bind 98, ABCG2 block 2 and Rab7 wt modul 101.
`Clc1ccc(-c2c[n+](Cc3cccc(Cl)c3)c3n2CCC3)cc1` gave Avidin fluor 11, HRas wt GTP bind 97, Cdc42 wt 99, Mcl1 Noxa PPI -12, Rab2A wt mod 99, Rac1 wt modul 101, ABCB1 inh 0.3, Rac1 act GTP bind 100, ABCG2 block 0 and Rab7 wt modul 95.
For Cn1c(C(C#N)/C(=N\S(=O)(=O)c2cccs2)c2ccccc2)nc2ccccc21 (stereo not given) the results were Avidin fluor 9, HRas wt GTP bind 95, Cdc42 wt 94, Mcl1 Noxa PPI -14, Rab2A wt mod 92, Rac1 wt modul 95, ABCB1 inh 0.1, Rac1 act GTP bind 91, ABCG2 block 0 and Rab7 wt modul 94.
For Cc1cccc(C(=O)N2CCC(c3nc4ccccc4s3)CC2)c1 the results were Avidin fluor 14, HRas wt GTP bind 95, Cdc42 wt 97, Mcl1 Noxa PPI -2, Rab2A wt mod 96, Pf gametocyte 13, Rac1 wt modul 99, ABCB1 inh 0.7, Rac1 act GTP bind 96, ABCG2 block 2 and Rab7 wt modul 97.
For CCN(CC)S(=O)(=O)C1CCS(=O)(=O)C1 (stereo not given) the results were Avidin fluor 4, HRas wt GTP bind 101, Cdc42 wt 101, Mcl1 Noxa PPI 4, Rab2A wt mod 104, Rac1 wt modul 113, ABCB1 inh 0.4, Rac1 act GTP bind 98, ABCG2 block 1 and Rab7 wt modul 105.
Screening CCC(C)(C)NC(=O)C(c1ccccn1)N(C(=O)c1csnn1)c1ccc(C)c(C)c1 (stereo not given) returned Avidin fluor 8, HRas wt GTP bind 99, Cdc42 wt 97, Mcl1 Noxa PPI 8, Rab2A wt mod 100, Pf gametocyte -10, Rac1 wt modul 97, ABCB1 inh 0.3, Rac1 act GTP bind 96, ABCG2 block 1 and Rab7 wt modul 105.
`COCCNS(=O)(=O)c1cccc2cccnc12` gave Avidin fluor 8, HRas wt GTP bind 99, Cdc42 wt 101, Mcl1 Noxa PPI 1, Rab2A wt mod 100, Rac1 wt modul 103, ABCB1 inh -2.2, Rac1 act GTP bind 98, ABCG2 block -4 and Rab7 wt modul 101.
For Cc1c(C(=O)N/N=C/C(C)C)[nH]c2ccc([N+](=O)[O-])cc12 the results were Avidin fluor 3, HRas wt GTP bind 103, Cdc42 wt 103, Mcl1 Noxa PPI 4, Rab2A wt mod 101, Pf gametocyte 10, Rac1 wt modul 111, ABCB1 inh 0.2, Rac1 act GTP bind 95, ABCG2 block 5 and Rab7 wt modul 100.
For COc1ccc(S(=O)(=O)N2CCC(C(=O)Nc3nnc(CCN4CCCCC4)s3)CC2)cc1 the results were Avidin fluor 7, HRas wt GTP bind 99, Cdc42 wt 101, Mcl1 Noxa PPI 5, Rab2A wt mod 97, Rac1 wt modul 100, ABCB1 inh 0.4, Rac1 act GTP bind 97, ABCG2 block 2 and Rab7 wt modul 98.
Screening CCN1CCCC1CNCC(O)COc1ccc(C(C)(C)C)cc1C (stereo not given) returned Avidin fluor 6, HRas wt GTP bind 95, Cdc42 wt 93, Mcl1 Noxa PPI 9, Rab2A wt mod 97, Pf gametocyte -21, Rac1 wt modul 96, ABCB1 inh 0.2, Rac1 act GTP bind 96, ABCG2 block 2 and Rab7 wt modul 99.
`CCN(CCO)Cc1csc2ccc(Br)cc12` gave Avidin fluor 13, HRas wt GTP bind 103, Cdc42 wt 103, Mcl1 Noxa PPI 12, Rab2A wt mod 101, Pf gametocyte 3, Rac1 wt modul 103, ABCB1 inh 0.5, Rac1 act GTP bind 99, ABCG2 block 1 and Rab7 wt modul 99.
Screening COc1cccc(NC(=O)CN(C)CC(=O)Nc2ccc(C)cc2Cl)c1 returned Avidin fluor 23, HRas wt GTP bind 98, Cdc42 wt 96, Mcl1 Noxa PPI 33, Rab2A wt mod 96, Pf gametocyte 1, Rac1 wt modul 97, ABCB1 inh 0.6, Rac1 act GTP bind 94, ABCG2 block 3 and Rab7 wt modul 96.
Cc1oc(-c2cccc3ccccc23)nc1CN1CCC[C@H]1CO was read as Avidin fluor 8, HRas wt GTP bind 94, Cdc42 wt 94, Mcl1 Noxa PPI -1, Rab2A wt mod 97, Pf gametocyte 20, Rac1 wt modul 94, ABCB1 inh 1.1, Rac1 act GTP bind 95, ABCG2 block 1 and Rab7 wt modul 97.
Cn1c(=O)n(-c2ccccc2)c(=O)c2c3c(sc21)COC(C)(C)C3 was read as Avidin fluor 15, HRas wt GTP bind 101, Cdc42 wt 102, Mcl1 Noxa PPI 19, Rab2A wt mod 102, Pf gametocyte 9, Rac1 wt modul 100, ABCB1 inh 1.0, Rac1 act GTP bind 100, ABCG2 block 4 and Rab7 wt modul 99.
`COc1cc2c(cc1OC)CN(Cc1cc(=O)oc3c(C)c(C)ccc13)CC2` gave Avidin fluor 12, HRas wt GTP bind 98, Cdc42 wt 99, Mcl1 Noxa PPI 13, Rab2A wt mod 99, Pf gametocyte 0, Rac1 wt modul 99, ABCB1 inh 1.0, Rac1 act GTP bind 96, ABCG2 block 4 and Rab7 wt modul 100.
`COc1ccc(C(=O)NCCCN2CCOCC2)cc1S(=O)(=O)N1CCCc2ccccc21` gave Avidin fluor 9, HRas wt GTP bind 99, Cdc42 wt 99, Mcl1 Noxa PPI 14, Rab2A wt mod 101, Pf gametocyte 10, Rac1 wt modul 102, ABCB1 inh 2.1, Rac1 act GTP bind 95, ABCG2 block 18 and Rab7 wt modul 108.
For CC(C(=O)N1CCCc2ccccc21)N1CCN(c2ccccn2)CC1 (stereo not given) the results were Avidin fluor 10, HRas wt GTP bind 99, Cdc42 wt 98, Mcl1 Noxa PPI 26, Rab2A wt mod 96, Pf gametocyte -9, Rac1 wt modul 94, ABCB1 inh 0.5, Rac1 act GTP bind 96, ABCG2 block 4 and Rab7 wt modul 103.
`O=C(NCc1ccc2c(c1)OCO2)c1cc2c(s1)CSC2` gave Avidin fluor 7, HRas wt GTP bind 99, Cdc42 wt 101, Mcl1 Noxa PPI 21, Rab2A wt mod 100, Rac1 wt modul 102, ABCB1 inh -0.9, Rac1 act GTP bind 96, ABCG2 block -1 and Rab7 wt modul 102.
Screening c1ccc(Nc2cccc(Nc3ccccc3)n2)cc1 returned Avidin fluor 13, HRas wt GTP bind 100, Cdc42 wt 97, Mcl1 Noxa PPI 72*, Rab2A wt mod 100, Pf gametocyte -8, Rac1 wt modul 97, ABCB1 inh -0.3, Rac1 act GTP bind 97, ABCG2 block 0 and Rab7 wt modul 99.
COc1cc(C(=O)NCCc2nc3ccccc3n2C)cc(OC)c1OC was read as Avidin fluor 8, HRas wt GTP bind 102, Cdc42 wt 100, Mcl1 Noxa PPI -2, Rab2A wt mod 100, Pf gametocyte 6, Rac1 wt modul 106, ABCB1 inh 0.7, Rac1 act GTP bind 102, ABCG2 block 5 and Rab7 wt modul 104.

4 compounds picked at random from the list so far:
`COc1cc2c(cc1OC)CN(Cc1cc(=O)oc3c(C)c(C)ccc13)CC2` gave Avidin fluor 12, HRas wt GTP bind 98, Cdc42 wt 99, Mcl1 Noxa PPI 13, Rab2A wt mod 99, Pf gametocyte 0, Rac1 wt modul 99, ABCB1 inh 1.0, Rac1 act GTP bind 96, ABCG2 block 4 and Rab7 wt modul 100.
`CCN(CCO)Cc1csc2ccc(Br)cc12` gave Avidin fluor 13, HRas wt GTP bind 103, Cdc42 wt 103, Mcl1 Noxa PPI 12, Rab2A wt mod 101, Pf gametocyte 3, Rac1 wt modul 103, ABCB1 inh 0.5, Rac1 act GTP bind 99, ABCG2 block 1 and Rab7 wt modul 99.
COc1cc(C(=O)NCCc2nc3ccccc3n2C)cc(OC)c1OC was read as Avidin fluor 8, HRas wt GTP bind 102, Cdc42 wt 100, Mcl1 Noxa PPI -2, Rab2A wt mod 100, Pf gametocyte 6, Rac1 wt modul 106, ABCB1 inh 0.7, Rac1 act GTP bind 102, ABCG2 block 5 and Rab7 wt modul 104.
Screening c1ccc(Nc2cccc(Nc3ccccc3)n2)cc1 returned Avidin fluor 13, HRas wt GTP bind 100, Cdc42 wt 97, Mcl1 Noxa PPI 72*, Rab2A wt mod 100, Pf gametocyte -8, Rac1 wt modul 97, ABCB1 inh -0.3, Rac1 act GTP bind 97, ABCG2 block 0 and Rab7 wt modul 99.

Remaining list, next part
`O=C(NC(Cc1ccccc1)C(=O)N1CCN(c2ccccn2)CC1)c1ccco1` (stereo not given) gave Avidin fluor 10, HRas wt GTP bind 102, Cdc42 wt 100, Mcl1 Noxa PPI 4, Rab2A wt mod 102, Pf gametocyte -17, Rac1 wt modul 102, ABCB1 inh 0.5, Rac1 act GTP bind 101, ABCG2 block 2 and Rab7 wt modul 103.
`Cc1cccc(-n2cnc(C(=O)NNC(=S)Nc3ccccc3)c2)n1` gave Avidin fluor 12, HRas wt GTP bind 99, Cdc42 wt 97, Mcl1 Noxa PPI -43, Rab2A wt mod 99, Pf gametocyte 6, Rac1 wt modul 102, ABCB1 inh -1.2, Rac1 act GTP bind 96, ABCG2 block -2 and Rab7 wt modul 99.
Screening Nc1nc(COc2ccc3ccccc3c2)cs1 returned Avidin fluor 13, HRas wt GTP bind 100, Cdc42 wt 103, Mcl1 Noxa PPI 23, Rab2A wt mod 98, Rac1 wt modul 107, ABCB1 inh 0.4, Rac1 act GTP bind 102, ABCG2 block 4 and Rab7 wt modul 93.
`COC(=O)CN1C(=S)N(C)C(=O)/C1=C/c1cccs1` gave Avidin fluor 25, HRas wt GTP bind 98, Cdc42 wt 98, Mcl1 Noxa PPI 2, Rab2A wt mod 97, Pf gametocyte -4, Rac1 wt modul 108, ABCB1 inh 0.6, Rac1 act GTP bind 97, ABCG2 block 5 and Rab7 wt modul 101.
CC(C)NS(=O)(=O)c1ccc(OCC(=O)Nc2ccc3c(c2)OCO3)c(Cl)c1 was read as Avidin fluor 8, HRas wt GTP bind 96, Cdc42 wt 96, Mcl1 Noxa PPI -9, Rab2A wt mod 96, Rac1 wt modul 96, ABCB1 inh 0.6, Rac1 act GTP bind 95, ABCG2 block 6 and Rab7 wt modul 97.
